Screens deposited in PubChem by several laboratories.
PfHsp90 set2: reduces growth (ATP signal) of yeast expressing P. falciparum Hsp90; S. cerevisiae expressing PfHsp90, BacTiter-Glo ATP, 48 h; yeast lacking PDR1 and PDR3 efflux regulators; inhibition, % at 9.4 µM; hit rate 0.32% among 310,000;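 active = every replicate shows inhibition above about 80%, whatever the replicate mean, limit read from the data; inconclusive = mean inhibition reaches the set limit but some replicate falls short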;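 also: 0% = DMSO neutral controls and 100% = 20 µM radicicol positive controls; yeast relying on Plasmodium falciparum Hsp90 in place of its own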
PvdQ acylase: P. aeruginosa PvdQ acylase inhibition; purified PvdQ acylase, fluorescence plate reader; inhibition, % at 10 µM; hit rate 0.063% among 340,000; in the data active = inhibition above about 30%, passing the limit was not always enough; inconclusive = no clear call, values can overlap the other calls;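 also: 0% = vehicle neutral wells and 100% = reference inhibitor wells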
Cardiac RTF inh: cardiac RTF calcium desensitization | IANBD-labeled cardiac RTF, Ca2+ fluorescence | hit rate 0.12% among 340,000 | inhibition, % at 7.15 µM;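 active = inhibition above the mean inhibition of all tested compounds plus 3 SD, cut at about 17% in these data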;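 also: assay run at fixed EC70 calcium of 1.6 mM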
NSD2 inh: inhibitors of human histone methyltransferase NSD2 | NSD2 peptide methylation, AlphaScreen, 120 min | inhibition, % at 12.5 µM | hit rate 0.54% among 310,000; in the data active = inhibition above about 50%
CDK5 p35 inh: blocks human CDK5/p35 kinase activity; Q00535+Q15078; Recombinant CDK5/p35, ADP-Glo luminescence, 60 min; inhibition, % at 10 µM; hit rate 0.01% among 330,000; AID 488839;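 active = highest replicate inhibition of at least 50% and at least 75% of replicates reaching 50%; inconclusive = only one of the two criteria met; inactive = both criteria failed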;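 also: plate controls were DMSO neutral control for no effect and GW8510 at 10 µM for full effect; many of its hits are not listed in these tables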
Target sequence (Q00535 whole entry, looked up): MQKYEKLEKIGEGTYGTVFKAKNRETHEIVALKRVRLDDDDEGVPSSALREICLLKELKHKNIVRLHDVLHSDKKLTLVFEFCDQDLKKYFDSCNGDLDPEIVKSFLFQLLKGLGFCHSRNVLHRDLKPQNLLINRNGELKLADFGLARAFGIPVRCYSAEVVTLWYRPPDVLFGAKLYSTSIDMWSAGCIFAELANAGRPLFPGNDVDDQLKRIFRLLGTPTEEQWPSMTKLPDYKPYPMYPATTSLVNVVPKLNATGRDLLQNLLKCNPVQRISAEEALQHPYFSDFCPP
Target sequence (Q15078 whole entry, looked up): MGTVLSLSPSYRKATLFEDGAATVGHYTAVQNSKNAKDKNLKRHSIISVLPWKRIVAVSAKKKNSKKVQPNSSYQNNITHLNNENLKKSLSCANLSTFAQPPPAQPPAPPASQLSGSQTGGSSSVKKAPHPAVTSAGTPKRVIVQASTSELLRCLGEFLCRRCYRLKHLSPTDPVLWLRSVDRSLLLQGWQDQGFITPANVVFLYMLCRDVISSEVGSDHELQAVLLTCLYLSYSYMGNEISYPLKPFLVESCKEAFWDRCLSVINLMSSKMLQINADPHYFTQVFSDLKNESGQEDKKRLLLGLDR
Rtt109 HAT inh: C. albicans Rtt109 histone acetyltransferase inhibition; inhibition, % at 34.9 µM; hit rate 0.16% among 330,000; purified Rtt109/Vps75, ThioGlo CoA-SH fluorescence, 4 h; Q5AAJ8;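 active = inhibition of at least 50% in every replicate; inconclusive = best replicate reaches 50% inhibition but some replicates fall short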
Keap1-Nrf2 PPI: Keap1-Nrf2 (human) interaction inhibition; Keap1 Kelch-Nrf2 peptide fluorescence polarization, 1536-well; inhibition, % at 9.4 µM; hit rate 0.15% among 340,000; AID 504523; in the data active = inhibition above about 12%; inconclusive = no clear call, values can overlap the other calls; inactive = below about 7.3%;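 also: human Keap1 Kelch domain with fluorescein labeled Nrf2 9mer peptide probe; 0% = neutral control wells and 100% = peptide positive control; higher means more block of Keap1 binding to Nrf2 peptide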
cardiac RTF act: increases calcium sensitivity of human cardiac regulated thin filaments | hit rate 0.24% among 340,000 | activation, % at 7.2 µM | P19429+P45379 | AID 493008 | IANBD-labeled TnC RTF fluorescence at EC20 calcium; 0% EC20 calcium, 100% full calcium;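 active = activation above the mean over all tested compounds plus 3 SD, cut at about 30% in these data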;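 also: rise in fluorescence read as greater calcium sensitivity of cardiac thin filaments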
Mot1-301 SUMO: SUMOylation pathway inhibition by Mot1-301 growth rescue. growth rescue, % at 18.8 µM. S. cerevisiae Mot1-301 growth rescue, ATP luminescence, 38.5C; percent above DMSO median, 100 means doubled. hit rate 1% among 320,000;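 active = every valid replicate shows activation above 250% relative to neutral control wells; inactive = the rest, any valid replicate at or below 250%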;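 also: OY570 slx delta 5 strain wells were the positive control but not used for scaling; some compounds called inactive have numbers as strong as hits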
dFosB activator: mouse delta FosB homodimer activation. P13346. activation, % at 25 µM. AID 493131. hit rate 0.99% among 340,000. purified delta FosB, TAMRA-CDK5 oligo fluorescence polarization; percent of positive-control signal above neutral wells;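 active = mean activation above about 17%, with every replicate also reaching it, limit read from the data, passing the limit was not always enough; inconclusive = only one of the two conditions met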;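 also: fluorescence polarization rise as delta FosB binds a TAMRA Cdk5 AP-1 oligo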
Target sequence (P13346 whole entry, looked up): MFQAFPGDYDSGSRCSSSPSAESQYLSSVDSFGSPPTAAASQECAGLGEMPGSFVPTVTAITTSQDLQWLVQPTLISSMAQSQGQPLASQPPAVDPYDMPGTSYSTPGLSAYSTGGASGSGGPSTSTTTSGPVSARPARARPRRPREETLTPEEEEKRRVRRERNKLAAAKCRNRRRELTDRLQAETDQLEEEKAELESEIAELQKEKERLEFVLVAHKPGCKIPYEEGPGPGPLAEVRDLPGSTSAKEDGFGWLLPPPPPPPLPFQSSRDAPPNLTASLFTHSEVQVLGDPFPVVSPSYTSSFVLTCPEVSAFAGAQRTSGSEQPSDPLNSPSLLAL
LANA DNA inh: KSHV C-LANA DNA binding inhibition; MBP-C-LANA/FAM-LBS DNA binding, fluorescence polarization; AID 504423; inhibition, % at 9 µM; hit rate 0.078% among 340,000;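 active = highest replicate inhibition at or above 60% at 9 µM, even if other replicates fall short; inactive = all replicates below 60% inhibition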;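 also: 0% = neutral control wells and 100% = 4 µM acridine orange control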
* = called active by the depositor; ? = inconclusive; / = not tested or not shown; & = joins results of further samples.

SMILES	PfHsp90 set2	PvdQ acylase	Cardiac RTF inh	NSD2 inh	CDK5 p35 inh	Rtt109 HAT inh	Keap1-Nrf2 PPI	cardiac RTF act	Mot1-301 SUMO	dFosB activator	LANA DNA inh
COc1ccc(CNC(=O)c2c(O)c3ccccc3n(C)c2=O)cc1OC	-33	-15	-7	1	4.0	1	-7	0	5	-5	-0.3
Cc1nn(Cc2ccc(C(=O)N3N=C(C(F)F)CC3(O)C(F)F)o2)c(C)c1[N+](=O)[O-] (configuration not stated)	4	-6	-1	-2	-2.7	3	-5	4	-8	0	-1.4
CCC(=NNC(=O)c1ccc2c(c1)nc(C)n2CC)c1cc(F)ccc1O	-2	-5	2	-5	-1.3	0	-4	-5	-5	-3	-2.7
CCC(=O)Nc1sc2c(c1C(N)=O)CCN(Cc1ccccc1)C2	1	-15	-4	/	-1.0	-3	1	4	-10	-1	3.4
COC(=O)[C@]1(C)N[C@H](CN(C)C(=O)c2ccc(C(C)(C)C)cc2)[C@@H]2C(=O)N(C)C(=O)[C@@H]21	-10	-9	-1	/	1.2	4	1	1	/	-5	0.1
CCc1ccccc1Nc1nc(N)nc(COC(=O)c2c(C)noc2C)n1	/	22	6	0	0.1	-6	6	-1	1	3	0.4
COc1ccc(-c2nc3c(Br)c(N)c(Br)cc3o2)cc1	-53	-7	-4	-2	-1.8	5	1	-6	19	15	0.5
COc1ccc(C2CC(c3cccs3)=NN2C(=O)CSc2nc3ccccc3o2)cc1 (configuration not stated)	2	-8	1	-1	-0.5	0	-5	6	2	-11	0.0
Cc1ccccc1OCc1n(CC(=O)OC2CC(C)CCC2C(C)C)c2ccccc2[n+]1C (configuration not stated)	5&6	-8&14	0&-6	29&20	0.6&-1.4	12	0&-3	4&-4	9	0&2	0.2&-2.5
CCC1CCCCN1S(=O)(=O)c1ccc(S(=O)(=O)N(Cc2cccs2)C2CC2)cc1 (configuration not stated)	-69	-5	-5	0	-0.3	0	-2	3	-3	-4	1.7
O=C(Nn1cnnc1)c1cc(Cl)ccc1Cl	-1	-13	-1	5	-1.5	-6	-2	-1	5	6	1.2
O=C(CN1C(=O)C2CCc3[nH]c4ccccc4c3C2C1=O)N1CCCC1 (configuration not stated)	-4	4&12	-3	/	-0.9	-3&2	-3	1	1	-4	1.5
O=[N+]([O-])c1ccc(Sc2cccc3cccnc23)c2cccnc12	-15	-14	-3	1	0.6	5	-2	-4	-2	-3	1.7
O=C(COC(=O)Cc1ccsc1)NCc1ccc(Cl)cc1	15	-17	-3	-1	-0.4	2	-2	0	-10	1	-0.8
COC(C)(C)c1cc(C(C)(C)C)nc(N)n1	23	-16	0	-5	-0.2	-11	2	3	-3	0	0.3
C[C@H](CO)N1C[C@H](C)[C@@H](CN(C)S(=O)(=O)c2ccc(F)cc2)Oc2ccc(NC(=O)Cc3ccccc3)cc2C1=O	6	-12	-1	/	-1.9	10	-8	0	0	-16	0.9
Cc1[nH]c(=S)c(C#N)c(-c2ccccc2)c1C(=O)Nc1ccccc1	21	-16	-7	-1	6.0	-2	0	8	9	0	-0.4
CCOC(=O)N1CCN(C(=O)c2cc(COc3ccc4ncccc4c3)on2)CC1	-1	9	-5	0	0.1	-6	2	1	17	4	0.5
COc1cc(/C=C2\SC(=S)N(CC(=O)O)C2=O)ccc1OS(=O)(=O)c1ccc(C)cc1	6	8	10	3	1.8	8	8	-6	194	-9	-0.1
C=CCSc1nnc(NC(=O)C2CC(=O)N(Cc3ccc(C)cc3)C2)s1 (configuration not stated)	-1	3	-8	0	-0.5	-8	-3	-3	4	-10	0.7
COc1ccccc1OCCNC(=O)c1ccc(S(=O)(=O)N(C)C)cc1	4	4	-7	/	-0.5	7	-1	5	-13	1	-0.4
COc1ccccc1CC(=O)NCc1ccc2c(c1)OCO2	/	10	-1	-4	-1.8	6	-2	-2	82	-2	0.2
CCNC(=S)N/N=C/c1cn(Cc2ccc(F)cc2)c2ccccc12	9	-8	1	2	-0.2	-12	1	-3	3	0	0.0
O=C(CCCCCn1c(=S)[nH]c2ccccc2c1=O)NCc1ccc2c(c1)OCO2	-6	-12	-13	-2	-1.2	5	3	7	-7	44*	-0.5
COc1ccc(N2CCN(C(=O)CCCOc3cc(=O)n(C)c4ccccc34)CC2)cc1	11	-17	-1	4	0.9	11	-1	0	17	-9	1.7
Cc1nn(-c2ccccc2)c(C)c1NC(=O)COC(=O)C1CC(=O)N(CCc2ccccc2)C1 (configuration not stated)	/	-18	-10	-4	0.1	-7	0	2	-15	2	0.0
COC(=O)c1ccc2c(=O)[nH]c(CSc3nc(-c4ccc(F)cc4)cs3)nc2c1	-5	-1	9	-1	2.1	-2	2	-9	-8	-7	3.2
Cc1occc1C(=O)N=Nc1c(O)n(C)c2ccccc12	-15	-6	-2	2	3.3	-6	-5	19	-9	2	0.1
C=CCN1C(=O)c2ccc(C(=O)N3CCN(S(=O)(=O)c4cccc([N+](=O)[O-])c4)CC3)cc2C1=O	/	-19	-11	-1	2.6	10	1	4	-7	-7	0.4
CCCc1nn2c(=O)cc(CSCC(=O)Nc3nnc(C(C)C)s3)nc2s1	15	-6	2	-1	/	-4	-2	-5	-10	-4	1.1
COc1cccc(/C=C/C(=O)NCCc2ccc3c(c2)OCCO3)c1	-25	3	-12	0	1.4	-5	0	-6	-9	-7	-0.4
CC(=O)Oc1ccc(N(C(C)=O)S(=O)(=O)c2cccs2)cc1	/	-10	-4	3	0.2	-1	-1	-3	19	-2	1.0
COc1cccc(C2CC(=O)Nc3cc(OC)c(OC)cc32)c1 (configuration not stated)	-9	-12	-6	2	0.4	4	-2	-7	1	-6	-2.2
Cc1ccc(CN2CCN(c3ccccn3)CC2)s1	-2	3	-6	/	-0.7	9	-1	1	-10	2	0.8
CN(CCCNC(=O)Cn1cccc1C(=O)c1ccccc1)C1CCCCC1	-17	-9	-13	7	-0.3	-4	-6	2	-16	-9	-1.6
CCCCSCCCNC(=O)C1CCC(CNS(=O)(=O)c2ccc(NC(C)=O)cc2)CC1 (configuration not stated)	6	-3	1	-1	0.2	-4	0	0	-19	?	1.4
CC(C)NC(=O)c1onc(CSc2ccc(F)cc2)c1C(=O)NC(C)C	8	9	-2	/	1.6	-7	-4	10	4	0	0.6
COc1cc(NC(=S)N2c3ccccc3CC2C)cc(OC)c1 (configuration not stated)	-7	-14	-3	-1	1.4	-2	0	-6	-11	0	-1.3
Nc1ccccc1C(=O)C[C@H](N)C(=O)O	1	-13	0	/	-2.9	-8	-4	0	/	-1	-1.6
Cc1cc(S(=O)(=O)NCc2cccs2)ccc1-n1cnnn1	12	-12	-6	-1	-0.3	4	-4	2	-11	3	1.6
CCOc1ccccc1C(=S)NC1CCCCC1	-22	-14	-1	3	1.1	-1	3	-4	2	-5	1.3
COc1ccc(OC)c(C2C(C(=O)Nc3nc4ccccc4s3)=C(C)NC3=C2C(=O)CCC3)c1 (configuration not stated)	-3	-7	8	-13	0.3	-8	0	-6	689	4	0.9
O=C(Cn1cc(CNC(=O)C2CCCCC2)nn1)Nc1cc(C(F)(F)F)ccc1Cl	-34	-16	5	/	-2.8	0	-5	0	-11	4	0.1
Cc1ccccc1NC(=O)c1ccc2c(O)c(S(=O)(=O)c3ccccc3)c(=O)[nH]c2c1	-20	-3	1	-2	0.1	8	-1	-2	6	0	-0.7
COc1ccccc1C1=NOC(Cn2c(NCCOCCO)nc3c2c(=O)n(C)c(=O)n3C)C1 (configuration not stated)	12	-11	/	0	1.8	-8	-1	/	-15	-5	1.9
NC(=O)C1CCN(C(=O)c2cccc3ccccc23)CC1	2	-9	-4	-2	0.2	6	5	2	-8	-1	2.0
CC(=O)N1CCSc2ccc(S(=O)(=O)NCc3ccc(F)cc3)cc21	17	-11	7	1	-0.1	0	-9	-4	-24	-3	0.4
Cc1cc(Cl)ccc1NC(=O)CCC(=O)N/N=C/c1cc([N+](=O)[O-])ccc1O	4	-12	2	/	2.4	-25	0	0	22	?	-2.9
O=S(=O)(Nc1ccc(S(=O)(=O)N2CCCC2)cc1)c1ccccc1Br	/	-16	-3	-1	-0.6	0	1	-3	3	-6	2.7
COc1ccc(Br)cc1C(=O)Nc1ccccc1-c1ccccc1	/	-10	-4	-4	1.1	-9	-3	1	0	-13	0.1
COc1ccc(C(c2c(N)[nH]c(=S)[nH]c2=O)c2c(N)[nH]c(=S)[nH]c2=O)cc1	-12	-13	-4	6	3.6	14	-1	-2	128	-11	1.1
Cn1cc(CN2CCCCC2C(=O)Nc2ccc(-n3cccn3)cc2)cn1 (configuration not stated)	6	-1	7	-4	-0.4	-12	-5	1	-4	2	1.4
CC(C)CCn1nnnc1C(c1ccc(F)cc1)N1CCC(C(N)=O)CC1 (configuration not stated)	-5	-9	-5	/	-0.4	-1	3	-4	2	-1	0.0
CC(=O)c1cccc(NC(=O)C2CCN(C(=O)c3ccc([N+](=O)[O-])cc3)CC2)c1	6	3	5	2	-1.0	/	-3	-6	-6	-7	0.7
Cc1nc(-c2cccnc2)sc1C(=O)Nc1cccc(C(F)(F)F)c1	-11	-6	5	-2	2.3	-6	-4	-5	6	-24	-0.6
CN1CCN(C(=S)NC(=O)/C=C/c2ccccc2Cl)CC1	6	-11	-6	-2	1.9	0	4	1	-5	-8	-1.4
CCOC(=O)CSc1nnc(-c2cc(OC)c(OC)c(OC)c2)o1	7	-5	-12	0	1.7	-6	-4	13	221	-3	-1.2
O=C(NC1CC2CCC1C2)C1CCN(S(=O)(=O)c2ccc(-c3nn[nH]n3)cc2)CC1 (configuration not stated)	7	5	-13	/	0.9	-1	1	3	5	5	-0.2
CN(C)C1=NCCN1CCC1CCCC1	-9	1	4	/	-2.8	2	-2	5	8	3	2.3
CC1(C)CC(=O)C2=C(C1)N(Cc1cccnc1)C(=O)C2(NC(=O)c1ccc(F)cc1)C(F)(F)F (configuration not stated)	1	4	-6	0	0.9	1	-2	-5	-1	-11	2.0
COc1ccc(/C=C/C(=O)c2cc(F)ccc2OC(=O)c2ccccc2)cc1OC	-44	6	1	1	-0.9	-9	-3	-3	-3	-13	-0.2
Cc1ccc(CS(=O)Cc2ccc(C(=O)N3CCN(C4CCCCC4)CC3)o2)cc1 (configuration not stated)	7	-5	4	-5	-4.6	3	-4	3	0	-11	0.9
